KCNH2 3.1 inh – inhibitors of human KCNH2 3.1 potassium channel isoform | 340,000 compounds, 0.95% hits | U2OS KCNH2 3.1, thallium flux FluxOr; active compounds read low | activity change, % (tested at about 1.8 µM);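 active = maximum activity change below -70%; inconclusive = maximum activity change from -70% to -50%; inactive = maximum activity change above -50%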;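 also: thallium influx rate constant from kinetic fluorescence after stimulation buffer; % is scaled to controls: 0 for no effect and ±100 for the full control effect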
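Normalized rate constant (relative to positive and negative DMSO controls) derived from a 2 min kinetic fluorescence read after stimulation; U2OS cells expressing the 3.1 isoform via virus at 1.77 x 10^8 /mL.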
MLL CXXC-DNA inh – blocks binding of human MLL CXXC domain to DNA; MLL-CXXC / FITC-HOXA9 DNA fluorescence polarization; Potency, µM (doses to about 115 µM), for inactives: at the highest dose activity change, negative = inhibition, actives largely listed as inhibitors; Q03164; 290,000 compounds, 0.037% hits; active = well fitted inhibition curve with a large enough effect in the polarisation, with a control signal flat, not every such curve was filed as active; inconclusive = small, poorly fitted or top-dose-only effect, or effect the other way, or a change in a side signal; inactive = no such curve, though single readings can be large or run the other way; the % refers to the polarisation; also: potency is read from the fitted curve at half-maximal effect
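Steps: dispense CXXC domain solution (7 uM) → pin compounds or unlabeled HOX-A9 DNA control → 5 min ambient → add FLSN-HOX-A9 solution (50 nM) → spin → 30 min ambient → fluorescence polarization. Tris pH 7.5/NaCl/DTT/BSA buffer.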
TRPV1 agonist – human TRPV1 agonism; activation, % at 8.33 µM; Q8NER1; TRPV1-expressing cells, Fluo-8 calcium influx, agonist mode; 320,000 compounds, 0.19% hits; in the data active = activation above about 80%; inconclusive = between about 30% and that limit; also: 0% is about no effect
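Fluo-8 calcium influx in TRPV1-expressing cells, kinetic read (ex 480/em 520 nm). Compound added and read 3 min for agonist activity, followed by capsaicin at EC20 final and 2 min further read for enhancement.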
FBPA coupling cs – coupling enzyme interference in Giardia aldolase counter-screen. coupling enzyme system counterscreen, AmpLite Red fluorescence. activity change, negative = inhibition, % at 58.2 µM, hits read low. 290,000 compounds, 0.67% hits. AID 2472; in the data active = activity change below about -30%; also: % is scaled to controls: 0 for no effect and ±100 for the full control effect
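Activity here indicates interference with the coupling reaction, not aldolase inhibition. Compounds at 57.5 uM final met coupling enzymes for 10 min at RT; substrate and AmpLite Red detection followed, with a 525/598 nm fluorescence read after 20 min.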
B2AR arrestin – recruits beta-arrestin to the human beta2-adrenergic receptor. Potency, µM (titrated, usually from 46.1 µM), for inactives: at the highest dose activation, hits mostly activators. P07550. 330,000 compounds, 0.02% hits. beta-arrestin recruitment to beta2AR, cell-based reporter;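 also: potency is read from the fitted curve at half-maximal effect; 0% = DMSO controls and full agonism = EC100 isoproterenol or metaproterenol; nearly all actives have a fitted effect of over 65% in size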
Target sequence (P07550 whole entry, looked up): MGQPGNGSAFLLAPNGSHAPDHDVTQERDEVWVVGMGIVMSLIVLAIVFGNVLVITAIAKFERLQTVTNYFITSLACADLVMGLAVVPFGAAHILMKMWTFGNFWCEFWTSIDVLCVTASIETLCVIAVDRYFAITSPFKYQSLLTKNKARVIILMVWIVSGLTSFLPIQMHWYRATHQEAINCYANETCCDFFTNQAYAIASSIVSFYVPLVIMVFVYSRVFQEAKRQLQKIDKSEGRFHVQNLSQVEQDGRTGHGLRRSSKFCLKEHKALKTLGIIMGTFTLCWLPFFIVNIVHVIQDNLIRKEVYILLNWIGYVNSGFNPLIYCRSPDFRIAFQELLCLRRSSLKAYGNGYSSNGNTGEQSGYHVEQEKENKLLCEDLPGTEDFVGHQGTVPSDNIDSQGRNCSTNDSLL
hERG WT inh – inhibitors of human wildtype KCNH2 potassium channel; U2OS, BacMam KCNH2, thallium flux FluxOr; active compounds read low; activity change, % at 1.84 µM; 340,000 compounds, 0.37% hits;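 active = maximum activity change below -70%; inconclusive = maximum activity change between -70% and -50%; inactive = maximum activity change above -50%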; also: % is scaled to controls: 0 for no effect and ±100 for the full control effect
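U2OS cells were transduced with wild-type KCNH2 virus (2.03 x 10^8 / mL) for 4 h at room temperature, then cultured overnight at 37 C. Thallium flux was read with FluxOr dye. Rate constants were normalized to DMSO controls.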
Giardia kill – kills Giardia lamblia; Giardia lamblia trophozoite viability; activity change, % at 7.66 µM, hits read low; 340,000 compounds, 0.15% hits; in the data active = activity change below about -80%; inconclusive = between about -30% and that limit;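 also: parasites exposed to compound for two days anaerobically before the ATP read; % is scaled to controls: 0 for no effect and ±100 for the full control effect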
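Trophozoite viability was measured as ATP-dependent luminescence, read 15-30 min after reagent addition. Before that, parasites at 100 cells/well were exposed to compounds for 48 h, anaerobically, at 37 deg C.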
Menin MLL FP TR – inhibitors of human menin-MLL interaction, mutant MLL peptide. Menin + Texas Red MLL mutant peptide, fluorescence polarization. Potency, µM (titrated, usually from 61.6 µM), for inactives: at the highest dose FP activity change, negative = inhibition, actives largely listed as inhibitors. 270,000 compounds, 0.23% hits; active = well fitted inhibition curve with a large enough effect in the polarisation, with a control signal flat, not every such curve was filed as active; inconclusive = small, poorly fitted or top-dose-only effect, or effect the other way, or a change in a side signal; inactive = no such curve, though single readings can be large or run the other way; the % refers to the polarisation; also: potency is read from the fitted curve at half-maximal effect; % of control where 0% means no effect; many of its hits are not listed in these tables
GALK inh – blocks human galactokinase activity; P51570; Purified GALK, Kinase-Glo residual ATP luminescence; Potency, µM (doses to about 57.5 µM), inactives show at the top dose activity change, negative = inhibition, most hits filed as inhibitors; 270,000 compounds, 0.007% hits; also: potency is read from the fitted curve at half-maximal effect; % is scaled to controls: 0 for no effect and ±100 for the full control effect
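Galactose (100 uM) and ATP (35 uM) were turned over by 5 nM GALK for 1 h at RT. Kinase-Glo Plus then converted the remaining ATP into a luminescent signal.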
USP2a block – USP2a (human) protease inhibition; O75604; 330,000 compounds, 0.01% hits; Potency, µM (doses to about 38.3 µM), without a hit: top-dose activity change, negative = inhibition, hits mostly inhibitors; USP2 core, Ub-CHOP2 coupled fluorogenic reporter, 485/531;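 also: potency is read from the fitted curve at half-maximal effect; plate controls were DMSO wells for no effect and full inhibition by NEM control for full effect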
Target sequence (O75604 whole entry, looked up): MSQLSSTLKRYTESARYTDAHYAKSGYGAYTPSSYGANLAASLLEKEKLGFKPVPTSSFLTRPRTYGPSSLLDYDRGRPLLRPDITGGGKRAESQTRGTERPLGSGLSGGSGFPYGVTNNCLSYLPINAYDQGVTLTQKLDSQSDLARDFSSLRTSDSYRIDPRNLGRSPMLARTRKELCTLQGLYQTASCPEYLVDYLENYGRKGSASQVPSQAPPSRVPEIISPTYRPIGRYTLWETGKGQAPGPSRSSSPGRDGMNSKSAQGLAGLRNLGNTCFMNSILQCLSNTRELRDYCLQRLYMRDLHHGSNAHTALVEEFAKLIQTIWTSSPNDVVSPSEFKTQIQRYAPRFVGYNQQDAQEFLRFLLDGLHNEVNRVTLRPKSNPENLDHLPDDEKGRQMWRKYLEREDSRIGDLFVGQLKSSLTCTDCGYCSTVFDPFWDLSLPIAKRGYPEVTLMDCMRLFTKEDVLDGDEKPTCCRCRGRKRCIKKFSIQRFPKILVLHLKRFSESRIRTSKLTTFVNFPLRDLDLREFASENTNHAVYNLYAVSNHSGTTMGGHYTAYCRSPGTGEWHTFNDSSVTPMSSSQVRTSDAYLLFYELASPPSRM
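Cell-free coupled assay: 10nM USP2 core preincubated 30min RT with compound in Tris-HCl pH 8.0/CaCl2/CHAPS buffer, then 25nM Ub-CHOP2 and 25nM reporter substrate; fluorescence (Ex 485/Em 531) read after 60min RT, normalized to NEM inhibition, concentration-response curves fitted.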
PKM2 activator – increases activity of human pyruvate kinase M2; purified PKM2, Kinase-Glo ATP luminescence, activation; response scale: 0% is enzyme alone, no compound; 260,000 compounds, 0.34% hits; Potency, µM (series often up to 57.5 µM), for inactives: at the highest dose activation, hits mostly activators; AID 1631; also: potency is read from the fitted curve at half-maximal effect; % is scaled to controls: 0 for no effect and ±100 for the full control effect; nearly all actives have a fitted effect of over 55% in size
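hPK-M2, >95% pure; 0.1 mM ADP / 0.5 mM PEP final; imidazole pH7.2 buffer w/ 7 mM MgCl2, 50 mM KCl; 1 h RT; Kinase-Glo lum. Intermediate enzyme activity for dual inhibitor/activator qHTS.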
An asterisk follows results filed as active; i = inactive; ? = inconclusive; . = no result given; [ ] = dose if it differs, or a comment. Unless noted, calls follow the shape of the dose curve; as a rule, active = well fitted curve in the direction sought with a large enough effect; inconclusive = small, poorly fitted or top-dose-only effect, or another doubt; inactive = no such curve, though single readings can be large; an effect the other way counts as inactive or inconclusive. This is a subset, so the mix of outcomes need not match the whole.

SMILES,KCNH2 3.1 inh,MLL CXXC-DNA inh,TRPV1 agonist,FBPA coupling cs,B2AR arrestin,hERG WT inh,Giardia kill,Menin MLL FP TR,GALK inh,USP2a block,PKM2 activator
COc1ccccc1NCC(=O)NNCC(=O)Nc1ccc(F)c(Cl)c1,10,0%,-2,-4,0.3%,9,6,18%,0%,-1%,0%
COCCNC(=O)c1cccc(NS(=O)(=O)c2cccc3cccnc23)c1,-3,3%,-2,0,-0.2%,-1,1,2%,2%,3%,19%
O=C(CN1CCN(c2ccccn2)CC1)Nc1ccc(Oc2ccccc2)cc1,-4,0%,.,1,-0.7%,4,-8,.,-3%,5%,-2%
O=C(NCCc1ccc(Cl)cc1Cl)c1cncc(Br)c1,0,?,25,1,-0.6%,3,4,28%,-1%,3%,.
COc1ccccc1CNc1cc(C)ccc1C,8,-5%,-1,-1,0.0%,-4,-1,.,1%,0%,-7%
CCN(CC(=O)Nc1ccccc1C(F)(F)F)C(=O)c1cc2c(s1)CCCCC2,-23,.,29,.,-0.2%,13,27,.,.,-1%,.
COc1cc(/C(C)=N\NC(N)=S)cc(OC)c1OC,6,3%,-1,-1,0.6%,5,-6,1%,2%,6%,5%
C[n+]1ccc(/C=C/c2c[nH]c3ccccc23)cc1,-7,?,3,-49*,0.3%,0,16,-12%,.,?,-14%

SMILES,KCNH2 3.1 inh,MLL CXXC-DNA inh,TRPV1 agonist,FBPA coupling cs,B2AR arrestin,hERG WT inh,Giardia kill,Menin MLL FP TR,GALK inh,USP2a block,PKM2 activator
CC(Sc1ccccn1)C(=O)Nc1ccc2c(c1)OCCO2 (stereo not given),-3,.,11,.,-0.9%,-2,-18,.,.,0%,.
O=C(COC(=O)c1c2c(nc3ccccc13)CCN(Cc1ccccc1)C2)Nc1c(F)cccc1F,5,7%,9,1,-0.5%,7,7,-2%,3%,0%,18%
O=c1[nH]c(Cc2ccc(Cl)cc2)nc2ccccc12,-19,6%,3,-1,0.1%,i,1,13%,0%,0%,-2%
COc1ccc(CNC(=O)C(=O)NCC2OCCN2C(=O)c2ccc(OC)cc2)cc1 (stereo not given),7,9%,0,.,-0.1%,0,-30,.,2%,3%,-2%
O=c1[nH]c(C2CCN(S(=O)(=O)c3ccc4c(c3)OCCO4)CC2)nc2c1nnn2Cc1ccccc1,-5,3%,1,8,-0.7%,2,-6,32%[activator],14%,0%,20%
O=C(Nc1cccnc1Cl)c1cccs1,-23,-5%,1,1,0.4%,3,2,10%,-1%,-1%,-10%
CC(=O)Nc1ccc(C2NC(=O)CCC2[N+](=O)[O-])cc1 (stereo not given),-1,-2%,-2,-1,-0.5%,-2,7,10%,-3%,0%,.
CC(CN1CCOCC1)OC(=O)c1ccccc1Cl (stereo not given),9,3%,0,0,-0.1%,-11,-1,9%,-2%,-4%,3%[11.5 µM]

SMILES,KCNH2 3.1 inh,MLL CXXC-DNA inh,TRPV1 agonist,FBPA coupling cs,B2AR arrestin,hERG WT inh,Giardia kill,Menin MLL FP TR,GALK inh,USP2a block,PKM2 activator
CSc1ccccc1C(=O)NCc1ccccc1C,10,-13%,0,0,-0.2%,-11,-9,1%,2%,-1%,-1%
O=C(NCCC1=CCCCC1)C1CCCN(c2nc3ccccc3o2)C1 (stereo not given),-2,-6%,28,0,-4.0%,-5,5,0%,1%,0%,-4%
Cc1ccc(NS(=O)(=O)c2ccc(C(=O)N3CC(C)CC(C)C3)cc2)cc1 (stereo not given),-4,.,?,.,-0.2%,2,4,.,.,1%,.
Cc1noc(C)c1COc1ccc(C(=O)NNC(=O)c2ccccc2)cc1,-5,.,0,.,-0.1%,-30,-20,.,.,3%,.
Cc1ccc(-c2nn(-c3ccccc3)cc2/C=C(\C#N)C(=O)NCc2ccccc2)cc1,-7,-5%,?,1,-0.1%,-3,-8,6%,1%,0%,-8%
Cc1nn(-c2ccccc2)c2sc(C(=O)N(Cc3ccco3)C(C)C(=O)NC(C)(C)C)cc12 (stereo not given),-17,13%,?,0,-0.5%,2,-2,24%,-1%,-2%,1%
COc1ccc(C2CC(=O)C(C=NCCN3CCNCC3)=C(O)C2)cc1OC (stereo not given),.,8%,0,1,0.2%,.,.,0%,4%,0%,6%
CCCP(=O)(CC(=O)N(CC)CC)c1ccccc1 (stereo not given),1,7%,-1,3,0.2%,5,-6,16%,-1%,1%,2%

SMILES,KCNH2 3.1 inh,MLL CXXC-DNA inh,TRPV1 agonist,FBPA coupling cs,B2AR arrestin,hERG WT inh,Giardia kill,Menin MLL FP TR,GALK inh,USP2a block,PKM2 activator
Cc1nnsc1C(=O)N/N=C/c1ccc(OC(F)(F)F)cc1,-2,8%,1,1,-0.2%,-1,-18,12%,-3%,-1%,-1%
Cc1ccc(-c2csc(NC(=O)Cn3cnc4c3c(=O)n(C)c(=O)n4C)n2)cc1C,-3,17%,-3,5,0.3%,-2,-7,.,-3%,-1%,-7%
O=S(=O)(Cc1ccccc1Cl)N1CCCCC1,4,-2%,16,3,-0.2%,-3,6,-2%,2%,3%,0%
Cc1ccc(-c2c(C)sc3nc[nH]c(=O)c23)cc1C,17,4%,-2,1,-0.8%,-14,16,-12%,-5%,4%,1%[11.5 µM]
COc1ccc(-c2csc(-c3ccccc3)n2)c(OC)c1,34,2%,-1,0,0.3%,.,-4,?,-1%,2%,1%
Cc1ccc(S(=O)(=O)Nc2ccc(-c3cn4ccc(C)cc4n3)cc2)cc1,-4,9%,-2,-13,-0.1%,.,6,3%,0%,-5%,9%
COCCn1c(SCc2nc3ccccc3c(=O)[nH]2)nc2ccccc2c1=O,0,0%,17,2,-1.0%,-13,-8,2%,-1%,2%,?
CC1CCCN(S(=O)(=O)c2ccc(NC(=O)CNC3CCCC3)cc2)C1 (stereo not given),-23,8%,6,2,0.1%,5,18,5%,-1%,-1%,.

SMILES,KCNH2 3.1 inh,MLL CXXC-DNA inh,TRPV1 agonist,FBPA coupling cs,B2AR arrestin,hERG WT inh,Giardia kill,Menin MLL FP TR,GALK inh,USP2a block,PKM2 activator
COc1cccc(NC(=O)c2cc(C(=O)Nc3cccc(OC)c3)n(C)n2)c1,4,1%,6,-4,-0.2%,1,2,?,0%,1%,1%
CCCCC(=O)Nc1sc(C(=O)N(CC)CC)c(C)c1C(=O)OC,4,5%,2,0,-2.5%,-3,-20,-20%,-2%,2%,-20%
COc1cccc(CNC(=O)c2ccc(C(=O)NCc3cccc(OC)c3)cc2)c1,-2,40%,-1,.,-0.5%,0,6,.,-5%,0%,-9%
OCCN(Cc1ccccc1)C(=S)Nc1ccc(Cl)cc1Cl,2,4%,16,-6,-0.2%,4,1,24%,-1%,-6%,-7%
O=C(CSc1nc(-c2ccccc2)c(-c2ccccc2)o1)NC1CCS(=O)(=O)C1 (stereo not given),-3,-5%,8,1,-0.2%,2,-25,0%,4%,2%,0%
O=C(Cn1nc(C(=O)O)c2ccccc2c1=O)Nc1cccc(Br)c1,-9,15%,0,-1,-0.1%,3,9,12%,1%,3%,.
CCC(C)NC(=O)CNC(=S)N(Cc1ccccc1)Cc1cccnc1 (stereo not given),3,4%,0,2,-0.5%,3,-5,-16%,0%,5%,2%
O=C(Cc1ccccc1[N+](=O)[O-])NCc1ccncc1,6,9%,-3,0,-0.3%,-5,4,9%,0%,6%,-6%

SMILES,KCNH2 3.1 inh,MLL CXXC-DNA inh,TRPV1 agonist,FBPA coupling cs,B2AR arrestin,hERG WT inh,Giardia kill,Menin MLL FP TR,GALK inh,USP2a block,PKM2 activator
CC(C)c1nc(CNC(=O)C2CCC(=O)N(CCc3cccc(F)c3)C2)cs1 (stereo not given),.,-1%,1,.,0.5%,-15,-2,.,-5%,0%,-7%
OCc1c(Cl)nc2ccccn12,13,10%,-2,0,0.2%,-1,3,3%,8%,2%,0%
Cc1c(N/N=C(\C#N)C(=O)c2ccccc2)c(=O)n(-c2ccccc2)n1C,.,21%,8,0,0.1%,9,14,-10%,-1%,2%,-6%
COc1ccc(CC(=O)Oc2ccc(C#N)cc2)cc1,1,23%,2,0,-0.2%,4,1,20%,3%,0%,-1%
COc1ccc(NC(=O)C(=O)NNC(=O)c2cccs2)c(OC)c1,19,3%,0,.,-0.2%,1,-13,-1%,-4%,1%,-2%
O=C(COC(=O)c1cncc(Br)c1)Nc1ccc(F)c(F)c1F,-1,.,14,.,-0.2%,7,-20,.,.,-1%,.

Source: PubChem
